# ERa coact inh = ER-alpha (human) coactivator binding inhibition. P03372. TR-FRET ER-alpha LBD / SRC-1 peptide, estradiol-bound. inhibition, % at 25.6 µM. 86,000 tested, 1.7% active; in the data active = inhibition above about 50%;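 note: 0% = receptor plus peptide control and 100% = peptide only without receptor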
# PLAP activator = activators of human placental alkaline phosphatase; P05187; purified PLAP enzyme, luminescent substrate read-out; active compounds read high; activation fold at 20 µM; 96,000 tested, 1.2% active; AID 696; in the data active = activation fold above about 2
# Target sequence (P05187 whole entry, looked up): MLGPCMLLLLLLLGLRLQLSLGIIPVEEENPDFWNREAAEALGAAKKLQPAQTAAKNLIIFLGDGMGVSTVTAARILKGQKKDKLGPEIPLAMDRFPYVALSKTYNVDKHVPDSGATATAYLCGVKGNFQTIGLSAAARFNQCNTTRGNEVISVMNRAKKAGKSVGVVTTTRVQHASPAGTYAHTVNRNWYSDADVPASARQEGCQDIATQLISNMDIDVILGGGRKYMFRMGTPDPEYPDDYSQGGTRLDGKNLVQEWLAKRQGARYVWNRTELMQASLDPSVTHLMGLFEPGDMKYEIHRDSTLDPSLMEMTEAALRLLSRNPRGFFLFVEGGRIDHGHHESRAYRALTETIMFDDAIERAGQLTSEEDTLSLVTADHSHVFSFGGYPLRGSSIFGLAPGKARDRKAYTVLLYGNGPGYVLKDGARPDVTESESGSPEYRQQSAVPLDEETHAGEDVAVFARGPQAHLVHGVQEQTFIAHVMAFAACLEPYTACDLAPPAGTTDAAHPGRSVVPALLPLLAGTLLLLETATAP
# E coli WT exp = blocks growth of wild type E. coli BW25113; OD600 absorbance; AID 710; growth inhibition, % at 100 µM; 98,000 tested, 0.15% active;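 active = growth inhibition above about 50% at one test dose, limit read from the data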;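 note: growth measured after 20 h incubation at 37 °C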
# ERb SRC1 inh = ER-beta (human) coactivator binding inhibition; 86,000 tested, 1.3% active; Q92731; TR-FRET ER-beta LBD / SRC1-Cy5 peptide binding; receptor agonist-loaded with 1 µM estradiol; inhibition, % at 25.6 µM;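 active = compounds whose percent inhibition of the receptor-coactivator binding signal exceeds about 50% in the single-dose screen, limit read from the data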;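 note: 0% = receptor plus peptide wells without compound and 100% = peptide-only wells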
# CD11b adhes enh = CD11b/CD18-fibrinogen binding enhancement; P05107+P11215; K562 CD11b/CD18 adhesion to fibrinogen, ATPlite luminescence; activation, % at 10 µM; 93,000 tested, 0.07% active; AID 1499;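 active = 10 µM primary screen giving 50% or more activity, confirmed by 40% or more on retest at that dose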; note: strong numbers were not always called active; reference of the scale not given here
# ERa SRC1 pot = enhances coactivator binding to human estrogen receptor alpha. 86,000 tested, 1.3% active. TR-FRET ERalpha-LBD/SRC-Cy5 coactivator binding, 2 h; 100 = basal binding, no effect. AID 639. coactivator binding (% of control), % at 25.6 µM. P03372; in the data active = activity above about 200%;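 note: binding measured in presence of low estradiol as agonist stimulus; 0% = peptide alone without receptor and 100% = receptor with peptide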
# FAK blocker = blocks human focal adhesion kinase activity | 97,000 tested, 0.84% active | inhibition, %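 (tested at 7 µM)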 | biochemical FAK kinase activity assay; in the data active = inhibition above about 19%;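 note: 0% = DMSO and 100% = reference compound high control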
# MT1-MMP txn act = MT1-MMP promoter transcription activation; HT1080 MT1-MMP promoter luciferase reporter, luminescence, overnight; active compounds read high; activation factor at 10 µM; 86,000 tested, 0.16% active;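 active = activation factor of at least 2 for MT1-MMP transcription at 10 µM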
# CD11b adhes inh = CD11b/CD18-fibrinogen binding inhibition | P05107+P11215 | K562 CD11b/CD18 adhesion to fibrinogen, ATPlite luminescence; Mn2+ added to activate the integrin | inhibition, % at 10 µM | 93,000 tested, 0.54% active | AID 1497;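 active = primary inhibition of 50% or more at 10 µM, then 40% or more on retest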; note: some results filed as inactive read as strong as hits
# Active calls of the source: *; · = no result given; [ ] = remark or other dose.
# Short keys – A = ERa coact inh; B = PLAP activator; C = E coli WT exp; D = ERb SRC1 inh; E = CD11b adhes enh; F = ERa SRC1 pot; G = FAK blocker; H = MT1-MMP txn act; I = CD11b adhes inh
Cc1cc(C)n(CC(=O)c2ccc(Br)cc2)c(=O)c1C#N
  A: 5; B: 0.6; C: 4; D: -12; E: -6; F: 104; G: 0; H: 1.1; I: -12
CCCCSc1nc(CCC)cc(=O)[nH]1
  A: -1; B: 1.2; C: 18; D: -10; E: -4; F: 92; G: 0; H: 1.2; I: 4
O=C(COc1ccccc1)Nc1ccc(OC(F)(F)C(F)F)c(NC(=O)COc2ccccc2)c1
  A: ·; B: 0.8; C: -7; D: ·; E: 1; F: ·; G: -1; H: ·; I: 3
COC(=O)c1cc2c(C)cc3ccc(C)cn3c-2c1C(=O)OC
  A: ·; B: 1.3; C: 5; D: ·; E: -1; F: ·; G: 1; H: ·; I: -14
O=C(CSc1nnnn1-c1ccccc1)N1CCc2ccccc21
  A: -24; B: 0.8; C: -6; D: -24; E: 7; F: 104; G: -1; H: 0.9; I: -5
COc1ccc(/C(O)=C2\C(=O)C(=O)N(c3cc(C)on3)C2c2cccc(OC)c2OC)cc1C (stereo unspecified)
  A: -5; B: 0.9; C: -5; D: -6; E: -1; F: 122; G: -8; H: 1.1; I: 1
CCOC(=O)C1CCN(c2nc3ccccc3nc2C(C#N)C(=O)NCCc2ccccc2)CC1 (stereo unspecified)
  A: -26; B: ·; C: -21; D: -27; E: ·; F: 99; G: 3; H: 1; I: ·
O=C(CCS(=O)(=O)c1cccs1)Nc1ccc(C(=O)NCc2cccs2)cc1
  A: -2; B: 1; C: -2; D: -8; E: 4; F: 118; G: -1; H: 1.1; I: -8
N#Cc1c(NC(=O)CSc2nnc(-c3ccccc3O)n2-c2ccccc2)sc2c1CCCC2
  A: 14; B: 1.9; C: -5; D: 6; E: 16; F: 89; G: -2; H: 1.1; I: 5
O=C(NC1CCCCC1)c1cc([N+](=O)[O-])ccc1N1CCCCC1
  A: ·; B: 0.9; C: 3; D: ·; E: 10; F: ·; G: -2; H: ·; I: 2
S=C(c1cccs1)N1CCCC1
  A: -23; B: 0.8; C: 10; D: -25; E: 0; F: 112; G: -3; H: 1; I: 4
CC1CN(Cc2nc3c(c(=O)[nH]c(=O)n3C)n2CC(N)=O)CC(C)O1 (stereo unspecified)
  A: -2; B: 1; C: 4; D: 3; E: -2; F: 117; G: -5; H: 1.1; I: -12
CCOc1cc(S(=O)(=O)Nc2ccc(Cl)cn2)ccc1Cl
  A: 24; B: ·; C: ·; D: 31; E: ·; F: 96; G: -2; H: 1.3; I: ·
CCOC(=O)c1c(N)n(CC(C)NC(=O)C2CC2)c2nc3ccccc3nc12 (stereo unspecified)
  A: ·; B: 1.1; C: 2; D: ·; E: 2; F: ·; G: -4; H: ·; I: -5
O=c1sc(N2CCN(c3ccc(F)cc3)CC2)nc2ccsc12
  A: 14[fluorescence artefact?]; B: 0.9; C: -1; D: 15; E: 0; F: 151; G: -18; H: ·; I: 1
CCCS(=O)(=O)N1CCC(C(=O)NCCCOC(C)C)CC1
  A: 3; B: 1; C: 2; D: -4; E: -4; F: 131; G: -3; H: 1.2; I: 2
O=C(Nc1ccccn1)c1ccco1
  A: -14; B: 1; C: 3; D: 1[fluorescence artefact?]; E: -2; F: 104[fluorescence artefact?]; G: -3; H: 1.5; I: 1
COc1ccc(N2CCN(C(=O)CSc3nnc(C)c(=O)[nH]3)CC2)cc1
  A: -4; B: 1.6; C: -2; D: 1; E: 0; F: 103; G: -3; H: 1.2; I: -16
COC(=O)Cn1nc(C)c2ccccc2c1=O
  A: -8; B: ·; C: ·; D: -5; E: ·; F: 105; G: -1; H: 1.2; I: ·
COc1ccc(CNC2CCCCC2)cc1
  A: -20; B: 0.7; C: 4; D: -17; E: 0; F: 116; G: 1; H: 1.1; I: -16
Cc1ccnc(NC(=O)CCC(=O)N(CC(=O)NC2CCCCC2)c2ccc3c(c2)OCO3)c1
  A: -3; B: 1.3; C: ·; D: 4; E: 2; F: 92; G: ·; H: 1.2; I: -17
CCc1ccc(NC(=O)c2ccc(C3SCC(=O)N3CCc3ccccc3)cc2)cc1 (stereo unspecified)
  A: ·; B: 1.4; C: -10; D: ·; E: -6; F: ·; G: 2; H: ·; I: 75
Cc1nn(CC(=O)NCc2ccc(OC(C)C)cc2)c(=O)c2cc3occc3n12
  A: 6; B: 1; C: -4; D: 0; E: -1; F: 115; G: -3; H: 1.1; I: -29
Cc1ccc(C2=CSC3=NCCN23)c(C)c1
  A: -6; B: 0.9; C: 0; D: -1; E: 0; F: 141; G: 3; H: 0.9; I: -7
CCOCC(=O)Nc1nnc(COC)s1
  A: -8; B: 1.1; C: 5; D: -6; E: -3; F: 113; G: -2; H: 1.2; I: 27
CCOCCCNC(=O)N[C@@H](C)C(=O)OC
  A: 6[fluorescence artefact?]; B: 0.9; C: -2; D: 4; E: 0; F: 118; G: -1; H: 1.1; I: 18
CC(C)c1nnc(NC(=O)Cn2nc(-c3ccc4c(c3)OCCO4)ccc2=O)s1
  A: 18; B: 1.2; C: -1; D: 48; E: 8; F: 127; G: -22; H: 0.9; I: 9
Cc1c(Cl)cccc1N1C(=O)C(N2C(=O)c3cccc([N+](=O)[O-])c3C2=O)C1c1cccs1 (stereo unspecified)
  A: -1; B: 1.2; C: -2; D: 7; E: ·; F: 103[fluorescence artefact?]; G: 0; H: 1; I: ·
O=C(NCc1ccc2c(c1)OCO2)c1cc(-c2ccccc2Cl)on1
  A: -6; B: 0.8; C: -22; D: -3; E: ·; F: 99; G: -3; H: 1.1; I: ·
COc1cccc(CNC(=O)C2CCC(CNS(=O)(=O)c3cccc4nsnc34)CC2)c1 (stereo unspecified)
  A: 0; B: 1.4; C: 3; D: -4; E: 4; F: 112; G: -4; H: ·; I: -9
O=C1Nc2ccccc2C(O)(C(=O)NCc2ccco2)N1c1ccccc1 (stereo unspecified)
  A: -1; B: 1.1; C: 1; D: -1; E: 2; F: 112[fluorescence artefact?]; G: ·; H: 1; I: -26
Cc1noc(C)c1C(=O)NC1CCCc2ccccc21 (stereo unspecified)
  A: 34; B: 0.8; C: -4; D: -2; E: 2; F: 102; G: -2; H: 1; I: -9
COc1ccccc1NC(=S)NCCc1ccccc1
  A: -12; B: 0.9; C: 3; D: -12; E: ·; F: 107; G: 6; H: 1.2; I: ·
CCOc1cc(C2NC(=O)NC(C)=C2C(=O)OC(C)CC)cc(Br)c1O (stereo unspecified)
  A: 8; B: 1.2; C: 3; D: -6; E: 3; F: 107; G: -2; H: 1.1; I: -3
CCOc1cc(-n2cnnn2)c(OCC)cc1NC(=O)c1cnccn1
  A: 55*; B: 0.8; C: ·; D: 26[fluorescence artefact?]; E: 6; F: 137[fluorescence artefact?]; G: ·; H: 1; I: -18
c1ccc2c(NC3=NCCCCS3)cccc2c1
  A: -7; B: ·; C: ·; D: -7; E: ·; F: 139; G: 1; H: 1; I: ·
CCOC(=O)c1c(NC(=S)NC(=O)c2cnn(CC)c2)sc2c1CCC(C)C2 (stereo unspecified)
  A: ·; B: 0.9; C: -12; D: ·; E: 157*; F: ·; G: 1; H: ·; I: 5
COc1ccc(OC)c(NC(=O)CSc2nnc(-c3ccco3)n2-c2ccccc2)c1
  A: 5; B: 0.8; C: -3; D: -4; E: 8; F: 87; G: -2; H: 1.1; I: -27
O=C(CNS(=O)(=O)c1ccc(Br)s1)NCc1ccc2c(c1)OCO2
  A: 3[fluorescence artefact?]; B: 1; C: -1; D: -3; E: 0; F: 92; G: 2; H: 1.1; I: 3
COC(=O)c1scc(C)c1N/N=C(\C)c1cc(F)c(Cl)cc1F
  A: 11; B: 1; C: -23; D: -7; E: -2; F: 104; G: 1; H: 1; I: 29
Cc1cc(NC(=O)CSc2nc3c([nH]c4ccccc43)c(=O)n2-c2cccc(C(F)(F)F)c2)no1
  A: 13; B: ·; C: -18; D: 11; E: ·; F: 93; G: 7; H: 1.1; I: ·
O=C(NC1CC1)c1ccc(COc2ccc(F)cc2)o1
  A: 3; B: 1; C: 15; D: 3; E: -4; F: 97; G: 2; H: 1.2; I: 8
CCCCOC(=O)Cn1cnc2ccc(Br)cc2c1=O
  A: 0; B: 1; C: 6; D: -10; E: -5; F: 80; G: 2; H: 1.1; I: -2
c1ccc(OCc2nc3ccccc3s2)cc1
  A: 0; B: 1.1; C: 6; D: 1; E: 3; F: 98; G: 0; H: 1.4; I: -2
COCCn1c(C(C)C)nc2sc3ccccc3c(=O)c2c1=O
  A: ·; B: 1.1; C: -3; D: ·; E: 4; F: ·; G: 9; H: ·; I: -11
CCCCn1c(Cc2ccccc2)nnc1SCC(=O)Nc1cc(C)on1
  A: 34; B: ·; C: ·; D: 32; E: ·; F: 105; G: 3; H: 1.2; I: ·

# For reference, part of the list above:
# Short keys – A = ERa coact inh; B = PLAP activator; C = E coli WT exp; D = ERb SRC1 inh; E = CD11b adhes enh; F = ERa SRC1 pot; G = FAK blocker; H = MT1-MMP txn act; I = CD11b adhes inh
Cc1cc(NC(=O)CSc2nc3c([nH]c4ccccc43)c(=O)n2-c2cccc(C(F)(F)F)c2)no1
  A: 13; B: ·; C: -18; D: 11; E: ·; F: 93; G: 7; H: 1.1; I: ·
O=C(NC1CC1)c1ccc(COc2ccc(F)cc2)o1
  A: 3; B: 1; C: 15; D: 3; E: -4; F: 97; G: 2; H: 1.2; I: 8
CCCCOC(=O)Cn1cnc2ccc(Br)cc2c1=O
  A: 0; B: 1; C: 6; D: -10; E: -5; F: 80; G: 2; H: 1.1; I: -2

# Just CD11b adhes inh and FAK blocker (5 entries from above):
Compound	CD11b adhes inh	FAK blocker
CCCCOC(=O)Cn1cnc2ccc(Br)cc2c1=O	-2	2
Cc1cc(NC(=O)CSc2nc3c([nH]c4ccccc43)c(=O)n2-c2cccc(C(F)(F)F)c2)no1	·	7
CCCCn1c(Cc2ccccc2)nnc1SCC(=O)Nc1cc(C)on1	·	3
COCCn1c(C(C)C)nc2sc3ccccc3c(=O)c2c1=O	-11	9
O=C(NC1CC1)c1ccc(COc2ccc(F)cc2)o1	8	2

# Molecules shown so far that have a nitro group on carbon:
# Short keys – A = ERa coact inh; B = PLAP activator; C = E coli WT exp; D = ERb SRC1 inh; E = CD11b adhes enh; F = ERa SRC1 pot; G = FAK blocker; H = MT1-MMP txn act; I = CD11b adhes inh
O=C(NC1CCCCC1)c1cc([N+](=O)[O-])ccc1N1CCCCC1
  A: ·; B: 0.9; C: 3; D: ·; E: 10; F: ·; G: -2; H: ·; I: 2
Cc1c(Cl)cccc1N1C(=O)C(N2C(=O)c3cccc([N+](=O)[O-])c3C2=O)C1c1cccs1 (stereo unspecified)
  A: -1; B: 1.2; C: -2; D: 7; E: ·; F: 103[fluorescence artefact?]; G: 0; H: 1; I: ·

# Source: PubChem

# Outcome played no part in choosing rows; overall some 5.1% were active at least once.
